# Bioassay records from PubChem BioAssay.
# HSF1 activator: increases HSF-1 driven luciferase reporter signal. NIH3T3-HGL HSF-1 luciferase reporter, MG132, 8 h; 100% = twice DMSO control signal. activation, % at 9 µM. 1.7% of 300,000 active. AID 504408;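 active = mean replicate activation of at least 50% with a set share of replicates each reaching 50%; inconclusive = only one of those two conditions met; inactive = mean below 50% and too few replicates reaching it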;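 also: 0% = median of the neutral control wells and 100% = twice that signal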
# KLF5 inhibitor: inhibitors of KLF5 expression; inhibition, % at 5 µM; AID 1700; 0.23% of 290,000 active; DLD-1 KLF5 promoter-luciferase reporter, luminescence;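 active = inhibition above a per-plate limit of that plate's mean compound inhibition plus 3 SD, cut at about 60% in these data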;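 also: 0% = DMSO wells and 100% = LY294002 at 200 µM; higher means less KLF5 promoter-driven luciferase light; inactives centre near -14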
# HSF1 inh: HSF1 inhibition; NIH3T3-HGL HSE-luciferase, MG132-induced, luminescence 8 h; stronger effect = lower value; activity change, negative = inhibition, % at 7.5 µM (by protocol); 0.77% of 300,000 active;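 active = more than half of replicate wells show activity change below -50%, luminescence cut by over half; inconclusive = some wells, but at most half, below -50%; inactive = no replicate well below -50%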;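 also: luciferase reports HSF-1 transcriptional activity via heat shock element; 0% = median of DMSO wells and -100% = zero luminescence signal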
# HSP90 inh: inhibitors of HSP90 luciferase refolding in rabbit reticulocyte lysate. luciferase refolding luminescence, 3 h. inhibition, % at 5.6 µM. 0.91% of 290,000 active;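 active = inhibition above the screen-wide mean plus 3 SD, computed separately per campaign, cut at about 16% in these data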;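 also: 0% = DMSO wells and 100% = 60 µM geldanamycin wells; inhibitors lower the luminescence because luciferase stays unfolded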
# GSK3A inh: blocks human GSK-3 alpha kinase; inhibition, % at 10 µM; ADP-Glo luminescence, 60 min; 0.1% of 320,000 active; P49840;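 in the data active = inhibition above about 50%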;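 also: GST-tagged GSK-3 alpha with peptide substrate and 25 µM ATP; 0% = DMSO neutral wells and 100% = GW8510 positive control wells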
# Target sequence (P49840 whole entry, looked up): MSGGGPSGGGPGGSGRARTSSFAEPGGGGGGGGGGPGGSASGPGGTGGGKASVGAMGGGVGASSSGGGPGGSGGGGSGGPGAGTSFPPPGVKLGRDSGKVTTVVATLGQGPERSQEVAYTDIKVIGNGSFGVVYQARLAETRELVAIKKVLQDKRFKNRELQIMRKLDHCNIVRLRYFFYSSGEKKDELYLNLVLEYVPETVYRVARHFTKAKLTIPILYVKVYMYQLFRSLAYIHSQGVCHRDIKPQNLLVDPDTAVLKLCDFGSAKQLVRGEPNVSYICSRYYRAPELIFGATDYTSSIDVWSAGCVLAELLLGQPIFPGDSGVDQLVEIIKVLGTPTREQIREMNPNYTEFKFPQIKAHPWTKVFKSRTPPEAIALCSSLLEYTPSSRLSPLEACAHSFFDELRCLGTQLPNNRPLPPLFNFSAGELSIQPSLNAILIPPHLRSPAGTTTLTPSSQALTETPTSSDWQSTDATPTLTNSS
# AI-2 QS mod: Vibrio harveyi AI-2 quorum sensing modulation. activity change, % at 7.5 µM. 0.4% of 300,000 active. Vibrio harveyi JMH597 AI-2 luminescence/OD600 ratio, 9 h; stronger effect = lower value; strain lacks LuxN and CqsS sensors; 0 = neutral-control median; in the data active = activity change below about -75%, passing the limit was not always enough; inconclusive = no clear call, values can overlap the other calls;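 also: luminescence divided by OD600 gain over 9 h not by final OD600 alone; inactives centre near 13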
# GSK3beta inhib: human GSK3beta kinase inhibition; P49841; GST-GSK3beta kinase, ADP-Glo luminescence, 60 min; stronger effect = lower value; activity score (negative = inhibition), % at 10 µM; 0.038% of 300,000 active;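 active = more than half of replicate wells score below -50%, meaning over 50% inhibition versus plate controls; inconclusive = some replicates but at most half score below -50%; inactive = no replicate scores below -50%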;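 also: 0% = median DMSO wells and -100% = median GW8510 positive control wells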
# Target sequence (P49841 whole entry, looked up): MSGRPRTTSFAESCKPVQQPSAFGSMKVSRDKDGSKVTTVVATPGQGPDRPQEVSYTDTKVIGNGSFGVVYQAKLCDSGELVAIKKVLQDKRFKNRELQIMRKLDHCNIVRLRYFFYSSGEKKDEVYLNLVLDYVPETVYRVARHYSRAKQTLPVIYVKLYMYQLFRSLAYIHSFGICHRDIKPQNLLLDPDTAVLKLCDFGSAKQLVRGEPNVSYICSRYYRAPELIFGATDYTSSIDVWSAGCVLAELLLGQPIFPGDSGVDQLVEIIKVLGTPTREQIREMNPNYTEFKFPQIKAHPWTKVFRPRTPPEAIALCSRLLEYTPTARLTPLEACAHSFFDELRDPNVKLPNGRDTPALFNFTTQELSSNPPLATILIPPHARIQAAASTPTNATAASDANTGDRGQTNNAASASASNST
#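 Test system – GST-tagged human GSK3beta kinase, cell-free · Incubation – 60 min enzyme reaction, room temperature · Signal – ADP-Glo luminescence · Also added – peptide substrate and ATP at 25 µM · Controls – DMSO neutral wells and GW8510 at 20 µM as positive · Buffer or medium – Tris/MgCl2 kinase buffer · Measure – Luminescence-derived activity versus plate DMSO and GW8510 wells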
# aSyn 5UTR inh: MLPCN primary screen, SNCA 5' untranslated region; alpha-synuclein 5'UTR reporter, inhibitor activity; inhibition, % (tested at 7.5 µM); 0.82% of 300,000 active; in the data active = inhibition above about 60%; inconclusive = no clear call, values can overlap the other calls;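 also: H4 neuroglioblastoma cells stably carrying SNCA 5'UTR luciferase fusion; 0% = DMSO wells and 100% = positive control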
# IEC-6 cytotox: IEC-6 cytotoxicity, counter-screen for KLF5 inhibitors; luminescence viability; inhibition, % at 5 µM; 0.78% of 290,000 active; AID 1825; in the data active = inhibition above about 22%;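 also: 0% = plate median of test compound wells and 100% = cytotoxic reference compound wells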
# PolyA inhibitor: yeast polyadenylation inhibition; S. cerevisiae SKY197-pL101 polyadenylation reporter, beta-gal luminescence; efflux-impaired pdr1/pdr3 knockout yeast; score 100 = 6 SD above DMSO; calls only at 12 µM; 0.02% of 300,000 active; AID 1875;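 active = lowest replicate activity score at least 50, where 100 means six control SD above control mean; inconclusive = lowest score under 50 but half or more replicates reach 50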;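 also: yeast exposed to compound for 9 h at 30 °C; higher score means more reporter readthrough which indicates perturbed polyadenylation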
# Numbers without * were called inactive; i = inactive; u = inconclusive; x = no result given.
[1] O=C(O)Cn1nnn(-c2ccccc2)c1=S
[2] Cn1c(NC(=O)C[n+]2cc(-c3ccc(Cl)c(Cl)c3)n3c2CCC3)cc(=O)n(C)c1=O
[3] Cc1cccc(N(CC(=O)NC(C)C)C(=O)CCC(=O)Nc2nccs2)c1
[4] COCc1ccc(C(=O)N2CCCCC2C(=O)Nc2ccc(-n3nc(C)cc3C)cc2)o1 (stereo unspecified)
[5] CCC(CC)NC(=O)c1cccc(Oc2ccccc2)c1
[6] COc1ccc(Cl)cc1N1C(=N)SCC1=O
[7] COCCn1nnnc1C(c1ccc(OC)c(OC)c1)N1CCc2ccccc21 (stereo unspecified)
[8] Cc1ccccc1OCc1nnc(SCc2cc(=O)[nH]c3ccccc23)o1
entry no.	1	2	3	4	5	6	7	8
HSF1 activator	-8	-9	0	-5	-3	6	15	2
KLF5 inhibitor	-17	-4	-23	-12	-16	-12	6	5
HSF1 inh	-5	-12	-4	-1	1	1	7	-4
HSP90 inh	0	-3	-4	-2	-3	-1	-2	4
GSK3A inh	1	-1	0	1	-2	-5	-1	-3
AI-2 QS mod	35	13	17	9	-4	16	13	32
GSK3beta inhib	2	2	0	1	0	3	1	-1
aSyn 5UTR inh	-12	-3	-14	-4	-15	9	-29	-22
IEC-6 cytotox	4	1	-4	-2	10	5	0	5
PolyA inhibitor	i	i	i	i	i	i	i	i

[9] COc1ccc(-c2noc(-c3cccs3)n2)cc1OC
[10] CC1CN(S(=O)(=O)c2cccc(C(=O)OC/C(O)=C(\C#N)c3nc4ccccc4[nH]3)c2)CC(C)O1 (stereo unspecified)
[11] Cc1ccc(C)c(N2CCN(C(=O)CCCn3c(=O)c4cccn4c4cccnc43)CC2)c1
[12] O=C(Nc1sccc1C(=O)NCc1ccco1)c1cccnc1
[13] O=C(O)c1cnc(-c2ccccc2)nc1Sc1ccccc1Cl
[14] CC(OC(=O)CN1C(=O)NC2(CCCC2)C1=O)C(=O)c1ccc(C(C)(C)C)cc1 (stereo unspecified)
[15] O=C(NCc1ccccc1F)C1CCCN(S(=O)(=O)c2ccc(-n3cnnn3)cc2)C1 (stereo unspecified)
[16] O=c1cc(CSc2nnnn2-c2ccccc2)[nH]c2[nH]n(-c3ccccc3)c(=O)c12
entry no.	9	10	11	12	13	14	15	16
HSF1 activator	42	1	0	27	-8	2	-4	6
KLF5 inhibitor	-134	1	5	-13	-10	x	19	-43
HSF1 inh	28	-7	5	11	-2	8	1	2
HSP90 inh	5	3	4	-1	-3	x	-2	2
GSK3A inh	-1	-8	-1	-3	-2	-3	2	-2
AI-2 QS mod	2	10	18	14	6	12	7	23
GSK3beta inhib	1	-1	-1	0	1	2	2	0
aSyn 5UTR inh	-174	-6	-10	-12	12	-11	-1	-8
IEC-6 cytotox	4	-2	7	-3	0	x	2	-2
PolyA inhibitor	i	i	i	i	i	i	i	i

[17] CN(C)S(=O)(=O)c1ccc(C(=O)OCc2ccc([N+](=O)[O-])cc2)cc1
[18] Cc1nc2cc(NC(=O)c3ccc([N+](=O)[O-])s3)ccc2s1
[19] Cc1ccc(S(=O)(=O)Nc2cc(C(F)(F)F)ccc2N2CCOCC2)c(C)c1
[20] CCN(CC(=O)N1CCN(Cc2ccccc2)CC1)S(=O)(=O)c1ccccc1
[21] COc1ccc(NC(=O)CCn2cccc2)c(OC)c1
[22] O=C(NCCc1ccccc1)C1CCCN1C(=O)Nc1ccccc1 (stereo unspecified)
[23] COc1cccc(NC(=O)Cc2nnc(SCC(=O)NC(C)c3ccccc3)n2C)c1 (stereo unspecified)
[24] Cc1cc(=O)n2nc(-c3ccccc3)sc2c1C#N
entry no.	17	18	19	20	21	22	23	24
HSF1 activator	7	33	-9	-5	0	-4	-31	10
KLF5 inhibitor	-17	29	-30	-11	-50	-4	-18	-23
HSF1 inh	1	29	-4	-3	4	4	-17	15
HSP90 inh	1	0	-3	0	-3	1	6	1
GSK3A inh	-3	-1	-4	-2	0	-1	-1	1
AI-2 QS mod	-3	u	32	4	7	-10	15	31
GSK3beta inhib	-11	0	1	1	-10	-3	0	-2
aSyn 5UTR inh	-20	77*	11	1	-6	-7	-9	-50
IEC-6 cytotox	6	30*	-2	-9	5	7	0	3
PolyA inhibitor	i	x	i	i	x	i	i	i

[25] O=C(O)C1CCCN(S(=O)(=O)c2ccc(-c3ccc(=O)[nH]n3)s2)C1 (stereo unspecified)
[26] CC(C)NC(=O)/C(C#N)=C/c1ccc(N(C)C)o1
[27] Cn1c(N)c(C(=O)COC(=O)c2ccco2)c(=O)n(C)c1=O
[28] CCc1sc(C(=O)NC)cc1Br
[29] O=C1NCCN1Cc1ccc(F)cc1
[30] Cn1c(SCC(=O)NCC2CCCO2)ncc(C(=O)Nc2ccc(Cl)cc2)c1=O (stereo unspecified)
[31] COc1cc(OC)cc(C(=O)Nc2cccc(NC(=O)c3cc(OC)cc(OC)c3)n2)c1
[32] CS(=O)(=O)c1ccc(-c2nnc(NC(=O)c3ccc(S(=O)(=O)N4CCCC4)cc3)o2)cc1
entry no.	25	26	27	28	29	30	31	32
HSF1 activator	10	0	16	-1	-18	57*	9	-8
KLF5 inhibitor	-32	-44	-36	-26	-2	x	x	x
HSF1 inh	-5	2	10	-3	-2	29	-6	-5
HSP90 inh	1	1	-1	3	-7	x	x	x
GSK3A inh	x	-1	-2	0	x	0	0	-1
AI-2 QS mod	21	x	1	25	17	10	11	24
GSK3beta inhib	-5	1	-6	-2	-5	3	0	12
aSyn 5UTR inh	18	-49	-4	7	26	-72	-7	15
IEC-6 cytotox	-6	2	3	-1	2	x	x	x
PolyA inhibitor	i	i	i	i	i	i	i	i

# Numbers 1 through 4 from above:
[1] O=C(O)Cn1nnn(-c2ccccc2)c1=S
[2] Cn1c(NC(=O)C[n+]2cc(-c3ccc(Cl)c(Cl)c3)n3c2CCC3)cc(=O)n(C)c1=O
[3] Cc1cccc(N(CC(=O)NC(C)C)C(=O)CCC(=O)Nc2nccs2)c1
[4] COCc1ccc(C(=O)N2CCCCC2C(=O)Nc2ccc(-n3nc(C)cc3C)cc2)o1 (stereo unspecified)
entry no.	1	2	3	4
HSF1 activator	-8	-9	0	-5
KLF5 inhibitor	-17	-4	-23	-12
HSF1 inh	-5	-12	-4	-1
HSP90 inh	0	-3	-4	-2
GSK3A inh	1	-1	0	1
AI-2 QS mod	35	13	17	9
GSK3beta inhib	2	2	0	1
aSyn 5UTR inh	-12	-3	-14	-4
IEC-6 cytotox	4	1	-4	-2
PolyA inhibitor	i	i	i	i

# Next part.
[33] Cc1cccc(-c2nc(N)nc(N)n2)c1
[34] CCOC(=O)N1CCN(C(=O)c2cc3ccc(OC)cc3[nH]2)CC1
[35] COC(=O)c1oc2c(c1C)C1(CCC2)SCCS1
[36] C[C@H](NC(=O)[C@H]1N2C(=O)c3ccccc3C2SC1(C)C)C(=O)N1CCC[C@H]1CO (stereo partly specified)
[37] CC(Cc1c[nH]c2ccccc12)C(=O)N1CCN(c2ccccc2F)CC1 (stereo unspecified)
[38] CC(CN1CCCC1)OC(=O)c1ccc(Cl)cc1 (stereo unspecified)
[39] Cc1cc(C)n(CC(=O)NNC(=O)C2CC(=O)N(Cc3ccccc3Cl)C2)n1 (stereo unspecified)
[40] Cc1cc(S(=O)(=O)NCc2ccccc2)ccc1OCC(=O)NCC1CCCO1 (stereo unspecified)
entry no.	33	34	35	36	37	38	39	40
HSF1 activator	9	-9	0	-3	-52	2	7	5
KLF5 inhibitor	-13	-38	-29	-4	-32	-1	-16	10
HSF1 inh	12	-5	10	-5	-39	-3	-9	-5
HSP90 inh	9	7	3	-5	8	-4	-2	-2
GSK3A inh	-1	-3	-1	-2	0	-5	-1	-4
AI-2 QS mod	16	-3	16	23	-6	23	-6	21
GSK3beta inhib	-1	3	1	-4	3	0	0	-5
aSyn 5UTR inh	-74	-5	3	-1	9	6	-2	-3
IEC-6 cytotox	9	4	-1	0	-3	-6	2	0
PolyA inhibitor	i	i	i	i	i	i	x	i

[41] CC1(C)Cc2c(c(N3CCOCC3)nc3sc(C(=O)Nc4ccc(Cl)cc4)c(N)c23)CO1
[42] CCOC(=O)N1CCN(C(=O)c2cnn3ccccc23)CC1
[43] CCCCN(C)CCNC(=O)C(NC(=O)C1CCC(C)CC1)C(C)C (stereo unspecified)
[44] Cc1ccc(C(=O)C[n+]2cc(-c3ccc(C)cc3)n3c2CCCCC3)cc1
[45] COCC(C)N1CCC(Oc2ccc(C(=O)N3CCCC3)cc2)CC1 (stereo unspecified)
[46] CS(=O)(=O)N1CCN=C1SCc1ccc(F)cc1
[47] O=C(O)CCC(=O)Nc1nc2ccccc2s1
[48] CCOC(=O)c1c(NC(=S)Nc2ccccc2)sc2c1CCN(CCc1ccccc1)C2
entry no.	41	42	43	44	45	46	47	48
HSF1 activator	-34	-4	3	2	14	9	21	x
KLF5 inhibitor	13	-37	-1	3	-39	-23	-24	-13
HSF1 inh	-17	-7	4	8	-3	3	1	x
HSP90 inh	3	-2	0	2	2	-4	2	3
GSK3A inh	-4	-1	-1	4	-1	-4	-2	-2
AI-2 QS mod	15	20	22	28	12	17	28	x
GSK3beta inhib	4	-1	1	-6	0	5	4	x
aSyn 5UTR inh	-10	10	0	5	20	8	15	x
IEC-6 cytotox	1	-4	2	20	-4	-4	0	-2
PolyA inhibitor	i	i	i	i	i	i	i	x

[49] O=C(N/N=C(\Cc1ncc[nH]1)c1ccccc1)c1cccnc1
[50] COc1ccc(S(=O)(=O)/N=C2/NC(=O)/C(=C\c3cc(OC)c(OC)cc3[N+](=O)[O-])S2)cc1
[51] Cc1cccnc1NC(=O)/C=C/c1ccc2c(c1)OCO2
[52] COc1ccc(CCN2C(=O)c3ccccc3NC2c2cc(Cl)c(O)c(OC)c2)cc1 (stereo unspecified)
[53] Cc1ccccc1OCC(=O)NNC(=O)CSc1nc(N)cc(N)n1
[54] CN1CCN(CCCCOc2ccc(F)cc2)CC1
[55] C/C(CC(=O)Nc1ccc([N+](=O)[O-])cc1)=N/NC(=O)C1C2CCCCC21 (stereo unspecified)
[56] Cc1cc(C(F)F)nn1CC(=O)NC1CCCC1
[57] CC12CCC(C(=O)N3CCCCC3)(CC1=O)C2(C)C (stereo unspecified)
entry no.	49	50	51	52	53	54	55	56	57
HSF1 activator	x	6	36	-2	-1	-14	-41	20	-5
KLF5 inhibitor	-3	-19	-67	39	-2	-23	-19	5	-20
HSF1 inh	x	2	17	8	5	0	-20	4	-6
HSP90 inh	-2	-1	0	-3	4	-4	2	-1	0
GSK3A inh	-1	-2	0	-1	-5	0	0	1	-4
AI-2 QS mod	14	29	16	8	24	2	16	21	19
GSK3beta inhib	3	2	2	-1	-4	4	-3	1	7
aSyn 5UTR inh	x	12	-151	-16	6	13	-1	3	5
IEC-6 cytotox	-3	0	-1	54*	2	-6	6	2	-4
PolyA inhibitor	x	i	i	i	i	i	i	i	i

# Some of the compounds tested. The share of hits here may be higher or lower than overall.
